# High-throughput results (PubChem BioAssay)
# LYP inhibition = inhibitors of LYP phosphatase, biochemical, fluorescence intensity, uHTS (AID 1779); recombinant LYP phosphatase, fluorescence intensity; higher % means a stronger effect; inhibition, % at 11.5 µM, or IC50 in µM where a hit was titrated; hit rate 0.054% among 290,000;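 also: plate controls were vehicle with enzyme for no effect and no enzyme for full effect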
# Myeloid diff 2 = myeloid differentiation induction; ER-HoxA9 myeloid progenitors, lysozyme-GFP differentiation, flow cytometry; calls only at 10 µM; hit rate 1% among 360,000;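 active = normalized GFP-positive differentiation at or above the plate's own cutoff, the solvent-only control mean plus 3 SD; inconclusive = no clear call, values can overlap the other calls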;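 also: cells exposed to compound for four days before flow analysis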
# TNAP activation fold = stimulation of alkaline phosphatase TNAP activity – biochemical, luminescent, no phosphate acceptor, uHTS, primary screen (AID 1001). purified TNAP, luminescent activation assay, no phosphate acceptor; higher activation fold means a stronger effect. one-dose activation fold at 20 µM; EC50 in µM for titrated hits. hit rate 0.03% among 200,000; in the data active = activation fold from about 3, or a potency from the dose series; inactive = the rest, 99 in 100 with activation fold below about 1.6; also: many of its hits are not listed in these tables
# ER stress rescue = protection against thapsigargin-triggered cell killing – 384-well, CSM14.1, ATP luminescence, primary screen (AID 1222) | CSM14.1 thapsigargin-induced death rescue, ATP luminescence; higher % means a stronger effect | 190,000 tested, under 10 active | one-dose cellular ATP content (survival), % at 20 µM; EC50 in µM for titrated hits;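 active = EC50 below 50 µM in the dose-response confirmation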;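 also: death triggered by thapsigargin at about 15 µM added after 2 h compound pretreatment; cell ATP read after overnight thapsigargin exposure of roughly 18 to 22 hours; normalized against plate controls of thapsigargin alone and 5% DMSO vehicle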
# P. falciparum M1AAP = malaria alanyl aminopeptidase activity blockers – biochemical, fluorogenic H-Leu-NHMec substrate, 1536-well (AID 1445). recombinant M1AAP, H-Leu-NHMec fluorogenic kinetic assay; higher % means a stronger effect. inhibition, % at 30 µM, or IC50 in µM where a hit was titrated. hit rate 0.42% among 220,000;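 active = primary inhibition above the hit cutoff, then over 50% inhibition at one or more dose response concentrations, cut at about 23% in these data, passing the limit was not always enough; inconclusive = conflicting primary data, or primary hits not chosen for dose response; inactive = low primary inhibition, or under 50% at every dose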;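 also: plate controls were DMSO full reaction for no effect and no enzyme background for full effect; strong numbers were not always called active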
# PMI inhibitors = inhibitors of human PMI, primary screen, biochemical, fluorescence intensity, coupled assay (AID 1209); hit rate 0.42% among 190,000; purified PMI enzyme, coupled fluorescence intensity; higher % means a stronger effect; one-dose inhibition, % at 20 µM; IC50 in µM for titrated hits;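 also: plate controls were DMSO vehicle for no effect and wells lacking substrate for full effect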
# human PMI inhibitors = human PMI inhibitors, high substrate, primary screen, biochemical, fluorescence intensity, high mannose 6-phosphate (AID 1220); recombinant PMI enzyme, coupled fluorescence intensity; higher % means a stronger effect; one-dose inhibition, % at 20 µM; IC50 in µM for titrated hits; hit rate 0.66% among 190,000
# XIAP displacement = XIAP antagonists, biochemical, IAP family, fluorescence polarization (AID 1018). XIAP BIR domain, fluorescence polarization peptide displacement; higher % means a stronger effect. displacement, % at 20 µM; hits with a dose series show IC50 in µM. hit rate 0.007% among 200,000; in the data active = displacement above about 50%; also: a part of the inactive calls stands beside numbers as strong as those of hits
# P. falciparum M17LAP = P. falciparum M17LAP inhibitors, primary screen, biochemical, fluorogenic H-Leu-NHMec substrate, 1536-well (AID 1619) | recombinant M17LAP, H-Leu-NHMec fluorogenic kinetic assay; higher % means a stronger effect | inhibition, % at 30 µM, or IC50 in µM where a hit was titrated | hit rate 0.38% among 220,000;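 active = compound inhibiting the enzyme by more than half at any dose during confirmatory dose-response retesting; inconclusive = strong single-dose inhibitors picked by rank but not retested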;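 also: plate controls were full reaction with DMSO carrier for no effect and no enzyme background for full effect; strong numbers were not always called active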
# Myeloid diff 2 GFP+ MAC1+ % = second read-out of Myeloid diff 2, no call of its own (marks repeat the call); GFP+ MAC1+ double positive, %; measured here: differentiation confirmed by MAC1 staining
# Starred values were filed as active, the others as inactive; i = inactive; ? = inconclusive; / = not tested or not shown. Rule as the data show it, unless noted: active = inhibition above about 50%; inactive = the rest.
# Every second line gives: P. falciparum M17LAP	ER stress rescue	human PMI inhibitors	Myeloid diff 2 GFP+ MAC1+ %	LYP inhibition	PMI inhibitors	P. falciparum M1AAP	XIAP displacement	TNAP activation fold	Myeloid diff 2
- CCCCC(c1nnnn1CC1CCCO1)N1CCN(c2cc(Cl)ccc2C)CC1 (stereo not drawn)
 : 16%	4.3%	32%	1.0	1%	13%	3%	-1.8%	1.1	i
- COCCN(C(=O)CN1CCc2ccccc2C1)c1c(N)n(Cc2ccccc2)c(=O)[nH]c1=O
 : -2%	-1.0%	-29%	2.0	3%	-26%	2%	-4.7%	1.1	i
- COc1ccc2cc3c(N)nn(C(=O)Cc4ccccc4OC)c3nc2c1
 : -6%	-0.2%	1%	1.9	-1%	11%	-8%	-6.7%	1.1	i
- CC(C)[C@H](NC(=O)c1ccccc1)C(=O)OCC(=O)NCc1ccc(F)cc1
 : 3%	0.5%	-1%	0.8	-4%	2%	0%	-3.4%	1.1	i
- O=C(O)C/C=C(/NC(=O)OCc1ccccc1)C(=O)OCc1ccccc1
 : 34%	1.5%	-176%	1.1	-4%	-90%	1%	-4.3%	1	i
- Cc1ccc(C)c(N2CCN(C(=O)CN(C)S(=O)(=O)c3cnc[nH]3)CC2)c1
 : -3%	-1.7%	-8%	0.8	-6%	-1%	0%	-3.6%	1	i
- CC(=O)Nc1ccc(Nc2nc(C)nc3c2oc2ccccc23)cc1
 : -8%	-1.2%	11%	0.3	1%	12%	?	-1.7%	1.1	i
- CCCn1c(N)c(Sc2ccc([N+](=O)[O-])cc2)c(=O)n(CCC)c1=O
 : 11%	-1.0%	-8%	0.3	-3%	-12%	0%	-1.7%	1.1	i
- CN(C)C(=O)CSc1nc(-c2ccccc2)nc2c1CCCC2
 : 3%	-1.9%	-10%	/	-3%	-4%	0%	-6.7%	1.1	/
- CCC(C)(C)NC(=O)C(c1ccc(F)cc1)N(Cc1ccc(OC)cc1)C(=O)c1cnccn1 (stereo not drawn)
 : 10%	2.3%	-2%	0.3	2%	4%	5%	-8.5%	1	i
- Cc1ccccc1COc1ccc2oc(C)c(C(=O)O)c2c1
 : -8%	/	/	1.2	-2%	/	6%	/	/	i
- COc1ccc(Cl)cc1NC(=O)Cn1nc(-c2ccc(C)cc2)n(C)c1=S
 : 13%	-0.9%	-6%	1.5	-5%	-12%	1%	7.6%	1.1	i
- O=C(NCCc1ccccc1)c1ccc2nccnc2c1
 : -5%	-0.1%	/	0.2	-18%	/	-9%	-5.1%	1.1	i
- c1csc(-c2ccnc3ncnn23)c1
 : -311%	-3.2%	1%	0.1	-10%	-5%	22%	-3.5%	1.1	i
- COC(=O)Cc1[nH]c(=S)[nH]c1C(=O)OC
 : 2%	/	/	0.5	-8%	/	2%	/	/	i
- CCN(CC)c1ccc(C(=O)OCc2c(C)noc2C)cc1
 : -4%	2.2%	2%	0.6	-3%	3%	1%	0.6%	1.1	i
- CCn1c(C)[n+](Cc2ccccc2)c2ccc(Cl)cc21
 : -2%	-1.2%	2%	0.1	-6%	19%	7%	-1.7%	1.1	i
- COC(=O)C(CCCN1C(=O)c2ccccc2C1=O)(NC(C)=O)c1nnn(C)n1 (stereo not drawn)
 : 11%	-0.5%	3%	0.0	-5%	-6%	-1%	-6.7%	1.1	i
- COc1ccc(-c2nsc3c(N4CCN(S(=O)(=O)c5ccccc5F)CC4)ncnc23)cc1
 : -10%	-5.0%	-3%	8.8	-5%	2%	5%	-6.3%	1.1	i
- Cc1nc(-c2ccccc2)sc1C1(C)CC(c2ccc(C#N)cc2)=NO1 (stereo not drawn)
 : 9%	/	/	0.8	-2%	/	-1%	/	/	i
- CC(=O)C1=C(O)C(=O)N(c2nccs2)C1c1ccc(Br)cc1 (stereo not drawn)
 : 4%	0.3%	-46%	1.2	-6%	-27%	16%	-17%	1.2	i
- O=C(NCN1C(=O)C2C3C=CC(C3)C2C1=O)Nc1nccs1 (stereo not drawn)
 : 10%	-0.2%	-1%	/	-8%	8%	17%	39%	1	/
- CCC(=O)N1CCCc2cc(S(=O)(=O)N3CCN(c4ncccn4)CC3)ccc21
 : -2%	1.5%	7%	6.8	-2%	3%	-3%	-3.4%	1.1	i
- O=C(c1nc2ccccn2c1CNCC1OCCc2ccccc21)N1CCOCC1 (stereo not drawn)
 : -2%	-1.6%	3%	0.6	-9%	8%	9%	-1.8%	1.1	i
- Cc1ccc(-c2cc(C(=O)OCn3nnc4ccccc4c3=O)c3ccccc3n2)cc1
 : 9%	1.6%	12%	1.2	1%	22%	-7%	-3.3%	1	i
- O=C1CC(=O)N(CCNc2ncc(C(F)(F)F)cc2Cl)C(=O)N1
 : 40%	0.7%	2%	1.5	7%	9%	-5%	-0.9%	1	i
- C=CCn1cccc(C(=O)Nc2ccc(OCC)cc2)c1=O
 : 26%	-0.9%	0%	/	0%	0%	11%	-2.6%	1.1	/
- NC(=O)C1CC(=O)N(c2ccc(OCC(=O)Nc3cccc(C(F)(F)F)c3)cc2)C1 (stereo not drawn)
 : 2%	-0.8%	-8%	1.5	-6%	2%	0%	-3.2%	1.1	i
- COCc1cc(C)n(CC(=O)OC)c(=O)c1C#N
 : 61%	1.1%	4%	0.3	-9%	8%	6%	-3.7%	1	i
- CS(=O)(=O)c1cnc(-c2cccnc2)nc1N
 : 0%	0.3%	3%	0.1	-6%	10%	-2%	9.1%	1.1	i
- CCn1c(SCC(=O)N2CCCc3ccccc32)nc2cccnc21
 : -5%	-1.6%	4%	1.0	-2%	10%	2%	-4.8%	1.2	i
- CCc1ccc(OCCCC(=O)NCc2ccco2)cc1
 : 9%	0.3%	0%	0.4	-8%	1%	0%	-2.4%	1	i
- CN(C)c1ccc(C(=O)NC2CCCc3ccccc32)cc1 (stereo not drawn)
 : 2%	0.4%	10%	0.2	-8%	8%	2%	-4.9%	1.1	i
- CCOC(=O)C1=C(CC)Nc2ccccc2N=C1NC(=O)c1cc(S(=O)(=O)N(C)C)ccc1Cl
 : 8%	6.4%	4%	0.9	-4%	3%	4%	-1.4%	1.1	i
- Cc1ccc(-c2cnc3c(Cl)c(C)nn3c2)cc1
 : 22%	1.6%	-6%	/	-1%	-7%	1%	-2.8%	1.1	?
- CCOC(=O)C1CCN(C(=O)CCn2c(=O)[nH]c3ccsc3c2=O)CC1
 : 19%	1.5%	-6%	0.5	1%	-3%	0%	-1.9%	1.1	i
- Cc1cccc(C)c1OCC(=O)Nn1c(C)nc2ccccc2c1=O
 : 1%	-0.5%	2%	0.9	-6%	5%	-3%	-3.6%	1.1	i
- Cc1ccc(N(CN2C(=O)C3C4CCC(C4)C3C2=O)C(=O)c2ccco2)cc1 (stereo not drawn)
 : 9%	/	/	0.4	-5%	/	4%	/	/	i
- S=C(NNc1ccnc2cc(Cl)ccc12)Nc1ccccc1Cl
 : 0%	0.2%	12%	0.3	4%	33%	0%	-5.7%	0.9	i
- Cc1ccc(CN2CCN(Cc3cccc4c3OCO4)CC2CCO)cc1 (stereo not drawn)
 : 3%	-0.8%	12%	0.5	0%	4%	6%	-6.9%	1	i
- ON=C1/C(=N\O)CC2(C/C1=N/O)OCCO2
 : 4%	/	9%	1.0	2%	10%	2%	-4.4%	1.3	i
- CCOC(=O)Cc1c(C)c2c(O)cc(O)cc2oc1=O
 : -314%	/	34%	5.3	-12%	39%	22%	1.9%	1.1	i
- COc1ccc(/C=C/c2nc(-c3ccccc3O)n(-c3ccccc3)n2)cc1
 : 5%	-1.9%	2%	1.4	-1%	7%	6%	-0.5%	1.1	i
- CC(=O)c1ccc(OC(=O)CCN2c3ccccc3Sc3ccccc32)cc1
 : -5%	-1.4%	-1%	0.0	-9%	2%	3%	-6.7%	1	i
- CC[C@H](C)[C@H](NC(=O)[C@H](Cc1ccc(O)cc1)NC(=O)[C@@H](N)C(C)C)C(=O)N[C@@H](Cc1cnc[nH]1)C(=O)N1CCC[C@H]1C(=O)N[C@@H](Cc1ccccc1)C(=O)O
 : 1.5µM*	-1.9%	5%	1.4	-4%	3%	23%	-7.7%	1.1	i
- CC(C)(C)c1csc(NC(=O)CSc2nc3ccccc3c(=O)[nH]2)n1
 : 22%	0.4%	-15%	0.7	-8%	-24%	14%	-3.9%	1	i
- CC(C)c1cc[n+](-c2nc([O-])sc2C=O)cc1
 : -14%	-2.6%	-31%	0.9	0%	-2%	-1%	-8.1%	1	i
- O=C(NCc1ccc(Cl)cc1)c1ccc(-n2cccn2)nc1
 : -4%	-0.9%	6%	0.1	-5%	4%	5%	0.8%	1	i
- CCCCN(CCCC)CP(=O)(c1ccccc1)c1ccccc1
 : -6%	4.0%	-13%	0.8	-9%	-12%	0%	-5.8%	1.1	i
- CN(C)c1nc(NCc2ccccc2)nc(N/N=C/c2ccccc2F)n1
 : -8%	4.4%	/	/	4%	/	3%	0.2%	1	/
- CC(C)NC(=O)CSc1nnc(-c2ccc(C(C)(C)C)cc2)n1C
 : 7%	-0.6%	-8%	7.9	-7%	-6%	-6%	-6.6%	1.1	i
- Cc1cc(=O)oc2c1c(C)nn2-c1ccc(Br)cc1
 : -1%	-1.6%	9%	0.8	-4%	11%	1%	-4.3%	1	i
- COCCN1C(=O)N(c2cccc(C)c2)C(=O)C1CC(=O)Nc1ccc(F)cc1 (stereo not drawn)
 : 0%	-1.1%	8%	1.7	-4%	6%	14%	-1.1%	1.1	i
- COc1ccc(/C=N/NC(=O)c2ccc(COc3cccc4cccnc34)cc2)cc1O
 : 12%	/	/	0.8	-3%	/	8%	/	/	i
- CC1=C(C(=O)Nc2ccccc2C)C(c2cccnc2)n2nc(CCCO)nc2N1 (stereo not drawn)
 : 6%	-2.2%	3%	0.2	1%	6%	19%	2.3%	1.1	i

# Part of the list above in a different format.
mol	P. falciparum M17LAP	ER stress rescue	human PMI inhibitors	Myeloid diff 2 GFP+ MAC1+ %	LYP inhibition	PMI inhibitors	P. falciparum M1AAP	XIAP displacement	TNAP activation fold	Myeloid diff 2
O=C(NCc1ccc(Cl)cc1)c1ccc(-n2cccn2)nc1	-4%	-0.9%	6%	0.1	-5%	4%	5%	0.8%	1	i
CCCCN(CCCC)CP(=O)(c1ccccc1)c1ccccc1	-6%	4.0%	-13%	0.8	-9%	-12%	0%	-5.8%	1.1	i
CN(C)c1nc(NCc2ccccc2)nc(N/N=C/c2ccccc2F)n1	-8%	4.4%	/	/	4%	/	3%	0.2%	1	/
CC(C)NC(=O)CSc1nnc(-c2ccc(C(C)(C)C)cc2)n1C	7%	-0.6%	-8%	7.9	-7%	-6%	-6%	-6.6%	1.1	i
